Source: PubChem BioAssay (several laboratories)
ssDAF-12 act – S. stercoralis DAF-12 activation, primary screen; activation, % at 6.8 µM; 370,000 tested, 1% active; HEK293 ssDAF-12/GRIP1 lit1-tk-luc reporter, luminescence; % of 3 µM dafachronic acid response;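 active means activation above the mean over all tested compounds plus 3 SD, cut at about 0.9% in these data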;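 further: 0% = DMSO-only wells and 100% = 3 µM delta7-dafachronic acid wells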
FXN GAA850 act – activators of GAA850 frataxin (FXN) promoter; activation, % at 6 µM; HEK293 lucGAA850 FXN promoter luciferase reporter, 24 h; percent of 10 µM SAHA response; 360,000 tested, 0.56% active;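 active means activation above the average of all compounds screened plus 3 SD, cutoff fixed separately per campaign, cut at about 7.5% in these data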;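 further: 0% = DMSO wells and 100% = 10 µM SAHA wells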
ADAM17 inh – ADAM17 inhibition, QFRET primary screen; recombinant ADAM17, EDANS/DABCYL FRET peptide cleavage; 370,000 tested, 0.83% active; P78536; inhibition, % at 6.95 µM;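 active means inhibition above the mean of compounds lying between control limits plus 3 SD, set per campaign, cut at about 8.5% in these data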;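 further: 0% = DMSO-only wells as the low control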
ADAM10 inh – ADAM10 inhibition, QFRET primary screen; O14672; recombinant ADAM10, EDANS/DABCYL FRET peptide cleavage, 3 h; inhibition, % at 7 µM; 370,000 tested, 0.62% active;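 active means inhibition above a per-campaign cutoff equal to the mean of compounds falling between control-based bounds plus 3 SD, cut at about 20% in these data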;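 further: 0% = DMSO wells while the 100% control is not disclosed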
Target sequence (O14672 214-748 limits assumed): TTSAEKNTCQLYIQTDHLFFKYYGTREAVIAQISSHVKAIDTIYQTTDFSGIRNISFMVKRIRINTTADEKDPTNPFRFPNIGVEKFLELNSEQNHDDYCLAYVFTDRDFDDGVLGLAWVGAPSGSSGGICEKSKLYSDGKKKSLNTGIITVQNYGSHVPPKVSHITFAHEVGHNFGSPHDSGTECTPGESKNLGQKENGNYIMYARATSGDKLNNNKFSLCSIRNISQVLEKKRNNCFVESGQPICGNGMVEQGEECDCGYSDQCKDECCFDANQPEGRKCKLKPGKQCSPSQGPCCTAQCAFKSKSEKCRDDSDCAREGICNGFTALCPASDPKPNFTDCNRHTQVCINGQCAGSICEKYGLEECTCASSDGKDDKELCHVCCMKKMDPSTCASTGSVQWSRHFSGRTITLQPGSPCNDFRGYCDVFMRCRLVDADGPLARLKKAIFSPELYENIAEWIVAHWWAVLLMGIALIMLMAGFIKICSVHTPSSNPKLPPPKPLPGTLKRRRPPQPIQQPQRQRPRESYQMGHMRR
SMARCA2 activ – SMARCA2 function activation, primary screen | activation, % at 9.1 µM | MG213 cells, MMTV-luciferase reporter, dexamethasone, overnight | 370,000 tested, 1% active | AID 652017; in the data active means activation above about 7.8%;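 further: 0% = vehicle wells and 100% = reference activator wells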
GC-A act – GC-A (human) enzyme activation | activation, % at 10 µM | 370,000 tested, 0.14% active | P16066 | HEK293 GC-A cells, cGMP TR-FRET, EC30 ANP; 0% at EC30 ANP, 100% saturating ANP | AID 1671463; in the data active means activation above about 40%
DAX1 inh-1 – inhibits human nuclear receptor DAX1 | P51843 | HEK293 Gal4-DAX1 luciferase reporter, luminescence | inhibition, % at 6.75 µM | 340,000 tested, 0.99% active | AID 504766;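 active means inhibition above the mean over all tested compounds plus 3 SD, cut at about 4.2% in these data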;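 further: 0% = DAX1-transfected cells with DMSO and 100% = empty-vector control cells with DMSO; inhibition shows as a rise in luminescence from relieved DAX1 repression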
Target sequence (P51843 207-470 limits assumed): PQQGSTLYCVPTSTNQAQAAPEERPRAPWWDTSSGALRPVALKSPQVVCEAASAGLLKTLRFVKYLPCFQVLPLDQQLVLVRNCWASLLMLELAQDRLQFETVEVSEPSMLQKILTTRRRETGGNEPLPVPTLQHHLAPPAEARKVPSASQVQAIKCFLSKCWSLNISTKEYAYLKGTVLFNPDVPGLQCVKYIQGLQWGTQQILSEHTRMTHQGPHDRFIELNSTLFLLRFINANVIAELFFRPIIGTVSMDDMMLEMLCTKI
PG9 Ab binder – small molecules binding HIV-1 gp120 antibody PG9 | TR-FRET gp120-PG9 antibody binding | 360,000 tested, 0.43% active | inhibition, % at 6.7 µM | AID 624416; in the data active means inhibition above about 8.5%
hgDAF12 agonist – hgDAF-12 agonism, primary luciferase screen; activation, % at 6.8 µM; HEK293 GAL4-hgDAF12 UAS-luciferase reporter, agonist luminescence; normalized to butyrate control; 370,000 tested, 1.8% active;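 active means activation above a cutoff set at the mean of all screened compounds plus 3 SD, cut at about 10% in these data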;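 further: 0% = DMSO wells and 100% = sodium butyrate wells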
hcDAF12 agonist – activators of H. contortus DAF-12 nuclear receptor. HEK293 hcDAF-12 lit1-tk-luc reporter, luminescence; 0% DMSO, 100% Δ7-dafachronic acid. activation, % at 6.8 µM. 370,000 tested, 1.4% active. AID 652067;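 active means activation above the mean of all tested compounds plus 3 SD, cut at about 5.5% in these data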;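 further: 100% = response to 3 µM Δ7-dafachronic acid high control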
DAX1 inh-2 – inhibitors of DAX1 repression of SF-1 activated StAR promoter; HEK293T StAR-luciferase reporter, SF-1/DAX-1 repression relief; inhibition, % at 6.8 µM; 370,000 tested, 1.1% active; AID 652010;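 active means inhibition above the mean over all tested compounds plus 3 SD, cut at about 3.6% in these data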;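 further: 0% = DAX-1 cells with DMSO and 100% = cells lacking DAX-1 with DMSO; higher inhibition means more luminescence from relief of DAX-1 repression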
Active calls of the source: *; i = inactive; . = not tested or not shown; & = joins results of further samples.

Fields – ssDAF-12 act	FXN GAA850 act	ADAM17 inh	ADAM10 inh	SMARCA2 activ	GC-A act	DAX1 inh-1	PG9 Ab binder	hgDAF12 agonist	hcDAF12 agonist	DAX1 inh-2
Fc1cccc(Cc2c(-c3ccco3)nc3ccc(Br)cn23)c1
→ -0.8	.	-3	-6	6	30	.	-5.6	-2.8	0.6	0.0
CC(=O)Nc1ccc(NC(=O)C2CCN(S(=O)(=O)c3cccc4nonc34)CC2)cc1
→ -1.4	0.7	-4	1	-4	3	0.4	0.1	-2.2	-0.8	-0.2
Cc1cc(C)cc(OCC(=O)OCC(=O)NCCC2=CCCCC2)c1
→ -0.1	3.0	1	7	0	-1	-1.0	0.9	0.8	0.0	0.2
O=C(O)CSCc1nc2ccccc2[nH]1
→ -0.8	0.0	0	-3	-4	2	1.9	-2.6	3.5	2.4	0.5
O=C(C(=O)N1CCN(c2cccc(Cl)c2)CC1)c1cn(CC(=O)N2CCOCC2)c2ccccc12
→ -1.1	-0.5	1	5	0	-3	-0.8	-0.9	-0.6	-1.4	-1.6
COc1cccc(NC(=O)Nc2nc(SC)ns2)c1
→ 0.2	1.9	0	3	3	5	7.2*	-1.8	12*	3.8	1.7
COc1cc2c(cc1OC)C(C(=O)O)C(c1ccc(C)o1)N(C)C2=O (stereo not given)
→ -0.9	-0.7	-10	-28	-2	0	0.7	-2.0	-0.6	0.5	-0.5
CCCc1nc(-c2ccccc2O)n(-c2ccccc2)n1
→ -1.0	1.9	-6	3	-2	-7	0.2	1.0	-0.6	-1.3	-0.5
CCC(=O)N/C(=N/c1nc(C)cc(C)n1)Nc1ccc(C)cc1
→ -1.1	1.5	1	9	-1	-8	1.0	-0.8	2.5	2.5	0.4
C=CCCC(=O)Nc1nc(C)c(-c2csc(Nc3cc(OC)ccc3OC)n2)s1
→ -1.6	-6.1	6	11	-1	7	-2.7	0.1	2.2	-0.9	0.1
CCc1cccc2c(C(=O)COC(=O)c3cnc(C)cn3)c[nH]c12
→ -0.8	3.0	-3	-7	-4	-3	0.7	-2.1	-1.3	0.2	0.3
O=C(CSc1ccccn1)Nc1cccc2ccccc12
→ -0.7	0.8	2	7	2	4	0.7	-1.0	3.2	2.3	1.0
CCC(=O)N1c2ccc(S(=O)(=O)CCC(=O)N3CCN(c4ccccc4)CC3)cc2CC1C (stereo not given)
→ -1.5	0.9	5	5	-3	2	-0.9	-1.3	-2.1	-1.7	-0.9
COc1ccc(NS(=O)(=O)c2ccc(F)c(Cl)c2)cn1
→ -1.4	1.5	4	1	-1	2	1.9	-2.9	1.0	-1.5	0.2
C/C(=N\NC(=O)c1ccn(C)n1)c1ccco1
→ -0.5	2.7	-4	-12	4	1	1.1	-2.4	5.7	3.4	1.0

Quoted at random: 3 entries already listed.
Fields – ssDAF-12 act	FXN GAA850 act	ADAM17 inh	ADAM10 inh	SMARCA2 activ	GC-A act	DAX1 inh-1	PG9 Ab binder	hgDAF12 agonist	hcDAF12 agonist	DAX1 inh-2
CCC(=O)N/C(=N/c1nc(C)cc(C)n1)Nc1ccc(C)cc1
→ -1.1	1.5	1	9	-1	-8	1.0	-0.8	2.5	2.5	0.4
CC(=O)Nc1ccc(NC(=O)C2CCN(S(=O)(=O)c3cccc4nonc34)CC2)cc1
→ -1.4	0.7	-4	1	-4	3	0.4	0.1	-2.2	-0.8	-0.2
C=CCCC(=O)Nc1nc(C)c(-c2csc(Nc3cc(OC)ccc3OC)n2)s1
→ -1.6	-6.1	6	11	-1	7	-2.7	0.1	2.2	-0.9	0.1

Going on with the list.
Fields – ssDAF-12 act	FXN GAA850 act	ADAM17 inh	ADAM10 inh	SMARCA2 activ	GC-A act	DAX1 inh-1	PG9 Ab binder	hgDAF12 agonist	hcDAF12 agonist	DAX1 inh-2
Cc1noc(C)c1CSCC(=O)Nc1cc(Cl)ccc1N1CCOCC1
→ -0.9	-1.8	-2	-6	-2	-7	1.3	-2.7	-0.1	-1.4	1.5
O=C(Nc1nncs1)c1cc(-c2ccco2)nc2ccccc12
→ -1.1	0.2	-8	-22	-1	1	-0.5	-1.9	-0.2	-1.2	0.5
CC(=O)c1c(C)[nH]c(C(=O)COC(=O)c2cccc(S(=O)(=O)N(C)c3ccccc3)c2)c1C
→ -1.2	1.1	4	6	-5	0	-1.1	-1.2	-0.7	-1.4	-0.9
Cc1ccccc1Nc1n[nH]c(=S)s1
→ -0.7	0.3	-2	-10	-2	-5	1.9	-0.6	3.2	0.3	-0.1
O=C(N/N=C/c1ccoc1)c1ccccc1Br
→ -0.4	1.1	-4	10	3	1	0.3	-1.9	-1.4	-0.7	0.4
C/C(CCc1ccccc1)=N\NC(=O)CCc1ccccc1
→ -1.4	1.1	0	13	0	-2	2.0	-1.9	-1.2	-0.4	-0.1
Cc1ccc(S(=O)(=O)CC(=O)Nc2ncc([N+](=O)[O-])s2)cc1
→ -1.5	-0.4	0	-1	-4	1	0.5	0.5	-0.2	-3.2	-0.5
CC(=O)NCCOc1ccc(C(=O)O)cc1
→ -1.0	0.8	-2	-1	1	1	-0.2	-0.4	0.6	-1.0	0.4
COc1ccc(NC(=S)N(CCN2CCCCC2)Cc2ccco2)cc1
→ -1.4	0.6	-2	-4	-4	-1	0.0	-1.5	0.0	1.1	-0.2
Cc1ccc2[nH]cc(CCCN3C(=O)c4ccccc4C3=O)c2c1
→ -1.3	-2.2	8	15	-3	-3	-1.5	-2.8	8.4	-1.9	-0.2
CCOC(=O)C1CCN(C(=O)C2CCCN(S(=O)(=O)c3ccc(OC)c(Cl)c3)C2)CC1 (stereo not given)
→ -1.3	0.1	1	-4	-3	2	-0.4	-0.6	-4.5	-2.8	-4.6
COc1ccc(N2CCN(S(=O)(=O)CCNS(=O)(=O)c3ccccc3)CC2)cc1
→ -0.9	-3.4	1	2	-1	4	-0.5	-0.9	-1.3	-1.6	-0.8
c1cnc(N2CCN(Cc3ccc4c(c3)OCO4)CC2)nc1
→ -0.8&-0.9	-0.8&0.4	-6&0	-12&-5	0&-2	-1&3	0.6&0.6	-0.9&-1.5	-0.1&3.1	4.6&-1.2	0.0&0.7
CCOc1nc2ccccc2cc1C=O
→ -2.0	0.5	-5	-10	2	-1	1.2	0.2	0.1	-0.4	-0.6
COc1ccc(/C=N/N=C(\N)c2nonc2N)cc1OC
→ -1.2	4.4	2	2	6	0	3.4	-2.3	8.6	0.5	1.8
S=C(NCc1ccco1)N/N=C/c1ccncc1
→ -1.1	0.0	0	0	-4	4	0.6	-3.1	1.4	2.1	-0.5
O=C(Nc1ccccc1)Nc1cccc2ccccc12
→ -1.3	1.1	-18	-36	0	1	0.6	-0.3	3.2	0.8	0.4
Cc1nn(-c2ccccc2)c(Cl)c1/C=N/NC(=O)c1ccccc1F
→ -0.1	4.9	-2	-2	7	3	3.7	-1.8	7.6	1.6	-0.1
CCOc1ccc(NC(=O)Cc2ccc(S(=O)(=O)N3CCCCC3)cc2)cc1OCC
→ -1.3	-1.4	3	1	0	-6	-0.6	-1.5	-2.1	-1.0	-0.9
O=C(COc1ccccc1)OC(C(=O)c1ccccc1)c1ccccc1 (stereo not given)
→ -1.1	1.1	2	9	-1	-1	0.7	-1.6	-4.3	-1.5	0.4
Cc1cc(NC(=O)CN2C(=O)CCSc3ccccc32)no1
→ -0.4	-0.1	-2	-3	1	-3	-0.6	-1.3	-0.1	2.3	1.4
O=C(O)CSCC(=O)Nc1ccc(C(F)(F)F)cc1
→ -0.6	1.2	-5	-12	0	-2	1.3	0.8	-2.7	-0.9	0.1
CN(C)C(=O)N1CCCC(C(=O)NCc2ccc(F)cc2Cl)C1 (stereo not given)
→ -1.0	0.2	-5	-2	-1	2	0.2	0.0	1.9	-0.2	0.1
Cc1cc2c(cc1S(=O)(=O)N1CCCCC1)OCC(=O)N2
→ -1.6	1.4	-2	0	2	3	1.1	0.9	-3.3	0.1	-0.5
O=C(Nc1cccc(C(F)(F)F)c1)n1cc(-c2ccccn2)c(N2CCOCC2)n1
→ -1.2	1.2	2	1	-1	4	1.8	-1.1	3.1	-0.9	-0.2
CCOc1ccccc1N(C)S(=O)(=O)c1ccc2c(c1)N(C(C)=O)CCO2
→ -1.2	0.5	-6	-4	-1	3	0.7	-0.4	-2.2	1.1	-0.2
O=C(Cn1cnc2ccccc2c1=O)NC1CCCc2ccccc21 (stereo not given)
→ -1.1	-1.1	-6	3	1	-1	0.8	-1.0	0.7	0.4	-0.3
COC(=O)c1ccc2[nH]c(C3(O)CCCCC3)c(C)c2c1
→ -0.9	6.0	11*	2	3	-1	1.1	-2.0	5.6	1.4	0.9
CC1=CN2C(=NC(=O)CC2(C)C(=O)N(CC(=O)NC2CCCC2)Cc2ccccc2)C=C1 (stereo not given)
→ -1.1	-0.8	i	i	-1	5	0.6	-1.6	-0.5	-1.0	0.2
O=C(CCc1ccccc1)Nc1ccccc1C(=O)N1CCOCC1
→ -0.9	0.1	1	-1	4	1	-0.6	-1.4	-3.2	1.1	0.2
CCNc1nc(NC(C)C)nc(Nn2cnnc2)n1
→ -1.0	2.1	-4	0	-3	0	0.7	1.5	-1.0	-0.3	1.0
CC(C)CC(=O)Nc1ccc(Nc2ccccc2)cc1
→ -1.2	2.4	-3	-1	2	3	-0.1	-2.0	4.7	1.4	0.0
NC(=S)NC1CCS(=O)(=O)C1 (stereo not given)
→ -1.4	-1.1	0	-1	2	0	-0.1	-3.4	-0.6	-1.2	0.1
COc1cc2c(cc1OC)-c1c(OC)c(OC)cc3ccnc(c13)C2=O
→ -1.8	-0.1	-2	3	5	-5	-3.0	-18	-4.6	-4.4	-2.0
COc1ccc(OC[C@@H](O)CN2CCC(C(O)(c3ccccc3)c3ccccc3)CC2)cc1
→ -0.4	.	7	1	-6	-16	.	.	4.5	-1.6	1.0
O=C(NC(=S)N1CCN(c2ccccn2)CC1)c1ccccc1
→ -1.0	-2.2	-1	0	-2	2	-0.5	0.3	-3.6	-1.4	0.6
CCCc1cc(=O)[nH]c(SCC(=O)N2CCN(c3ccccc3)CC2)n1
→ -1.7	-0.6	1	5	2	0	0.7	-3.1	-2.1	1.5	0.2
COc1ccc(NC(=O)CC2Oc3ccccc3NC2=O)c(OC)c1 (stereo not given)
→ -0.7	-2.4	-4	-2	-2	0	-1.3	-1.3	0.1	1.5	0.1
Cc1ccc(S(=O)(=O)NCCc2ccc(S(N)(=O)=O)cc2)cc1
→ -1.5	0.3	2	7	-4	1	0.9	-0.3	0.9	-0.5	-0.4
COc1ccc2[nH]cc(C(C)c3c[nH]c4ccccc34)c2c1 (stereo not given)
→ -0.3	.	3	0	-4	-1	.	.	1.6	3.8	-1.2
Cc1ccc(NC(=O)C(=O)NCC2CCN(C(=O)c3cccc([N+](=O)[O-])c3)CC2)cc1
→ -0.6	-1.4	1	2	-2	4	1.7	-0.3	1.2	0.2	0.2
CCN1CCN(S(=O)(=O)Cc2ccccc2)CC1
→ -1.3	-1.0	0	-2	-5	2	0.0	-1.4	0.6	-1.2	-0.2
